BRCT inh green – qHTS Assay for Inhibitors of BRCT-Phosphoprotein Interaction (Green Fluorophore); AID 875, 2007; BRCA1 BRCT-phosphopeptide binding, green fluorescence polarization; 75,000 tested, 0.05% active; Potency, µM (highest dose often 76.9 µM), for the others: at the top dose activity change, negative = inhibition, hits mostly inhibitors; Breast cancer type 1 susceptibility protein (Homo sapiens), P38398;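 note: potency is the fitted concentration of half-maximal effect; plate controls were peptide without protein for full effect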
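Fluorescence polarization: His-tagged BRCT (~35 kDa BRCA1 C-terminus, 250 nM) bound to 100 nM fluorescein-labeled phosphorylated 10-aa BACH1 peptide, pH 7.3 phosphate buffer with DTT and Tween 20. Compounds incubated 12 min at room temperature; inhibition read as lowered polarization.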
Fluorescein fluor – qHTS Assay for Spectroscopic Profiling in Fluorescein Spectral Region; AID 593, 2007; 59,000 tested, 0.91% active; Compound autofluorescence, 480/540 nm, fluorescein-equivalent; stronger effect = higher value; max fluorescein-equivalent concentration, M; in the data active = max fluorescein-equivalent concentration above about 10 nM; inconclusive = between about 1.1 nM and that limit
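Library compounds, added at multiple concentrations to pH 8.0 Tris buffer (100 mM), incubate 15 min at room temperature before CCD imaging at 480 nm excitation and 540 nm emission.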
Casp1 inh – qHTS Assay for Allosteric/Competitive Inhibitors of Caspase-1. P29466. Caspase-1 enzyme, Ac-WEHD-AFC fluorogenic rate. Potency, µM (top dose mostly 57.5 µM), for the others: top-dose activity change, negative = inhibition, most hits filed as inhibitors. 75,000 tested, 0.03% active. AID 900, 2007;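 note: potency is the fitted concentration of half-maximal effect; plate controls were vehicle for no effect and no substrate for full effect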
A350 fluor – qHTS Assay for Spectroscopic Profiling in A350 Spectral Region; Compound autofluorescence, 340/450 nm, Alexa 350 dye-equivalents; stronger effect = higher value; max dye-equivalent concentration, M; 59,000 tested, 11% active; AID 590, 2007; in the data active = max dye-equivalent concentration above about 10 nM; inconclusive = mostly about 1.1 nM to 9.6 nM
Casp7 inh – qHTS Assay for Allosteric/Competitive Inhibitors of Caspase-7; P55210; recombinant caspase-7, Ac-DEVD-AFC fluorescence rate; Potency, µM (top dose mostly 57.5 µM), inactives show at the highest dose activity change, negative = inhibition, usual class: inhibitors; 75,000 tested, 0.02% active; AID 889, 2007; active = well fitted inhibition curve with a large enough effect in the main read-out, with a control signal flat, not every such curve was filed as active; inconclusive = small, poorly fitted or top-dose-only effect, or a change in a side signal; note: potency is the fitted concentration of half-maximal effect; % of control where 0% means no effect
Target sequence (P55210 24-198 limits assumed): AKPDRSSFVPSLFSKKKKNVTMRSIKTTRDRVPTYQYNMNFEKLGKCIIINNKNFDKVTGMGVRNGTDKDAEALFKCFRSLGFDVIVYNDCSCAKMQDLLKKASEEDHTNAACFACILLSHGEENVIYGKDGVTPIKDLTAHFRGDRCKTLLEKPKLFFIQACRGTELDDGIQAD
Target sequence (P55210 207-303 limits assumed): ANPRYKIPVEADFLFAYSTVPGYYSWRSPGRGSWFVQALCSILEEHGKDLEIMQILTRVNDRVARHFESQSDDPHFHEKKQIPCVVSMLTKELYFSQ
HEK293 cAMP cs – qHTS Assay for Agonists of the Thyroid Stimulating Hormone Receptor: Activators of Intracellular cAMP Concentrations in Parental HEK 293; 73,000 tested, 2.5% active; AID 938, 2007; Potency, µM (highest dose often 57.1 µM), for inactives: at the highest dose activation, actives largely listed as activators; parental HEK293 CNG cAMP sensor, membrane potential fluorescence; note: potency is the fitted concentration of half-maximal effect; % of control where 0% means no effect; nearly all actives have a fitted effect of over 55% in size
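Parental HEK 293 cells stably expressing a modified CNG channel (no TSHR) report cAMP rise as membrane depolarization. Membrane potential dye with 100 uM RO 20-1724 was loaded for 60 min at room temperature, then compound added for 30 min; fluorescence read at 590 nm.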
Epigenetic mod – qHTS Assay for Epigenetic Modulators; 68,000 tested, 0.09% active; AID 597, 2007; mouse C127i GFP locus derepression, cytometry, 30 h; Potency, µM (titrated, usually from 46.1 µM), inactives show at the top dose GFP derepression (activation); note: % of control where 0% means no effect
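Murine C127i mammary cells carrying a silenced, stably integrated CMV-driven GFP reporter were treated with compound for 30 hours at 37 C. After PBS washes, GFP-positive cells were counted by laser-scanning microplate cytometry.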
Ub-GFP proteasome – Ubiquitin-GFP Assay | AID 526, 2006 | 67,000 tested, under 10 active | Potency, µM (series often up to 45.9 µM), for inactives: at the top dose activation (GFP accumulation), usual class: activators | Ubiquitin-GFP reporter cells, proteasome inhibition, GFP fluorescence; response scale: untreated = 0%, 10 µM MG-132 = 100%; active = well fitted activation curve with a large enough effect, not every such curve was filed as active; inconclusive = small, poorly fitted or top-dose-only effect, or another doubt; inactive = no such curve, though single readings can be large or run the other way; note: potency is the fitted concentration of half-maximal effect
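Proteasome block read as GFP accumulation: ubiquitin(G76V)-GFP U2OS cells exposed to compound (2.9 nM–46 uM) for 4 hr at 37 C. Normalization used untreated cells as 0% and 10 uM MG-132 as 100%; concentration-response curves fitted.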
BRCT PPI red – qHTS Assay for Inhibitors of BRCT-Phosphoprotein Interaction (Red Fluorophore) | Breast cancer type 1 susceptibility protein (Homo sapiens), P38398 | BRCT-phosphopeptide binding, red fluorescence polarization | Potency, µM (doses to about 76.9 µM), inactives show at the top dose activity change, negative = inhibition, most hits filed as inhibitors | 75,000 tested, 0.03% active | AID 892, 2007; note: % is set by controls: 0 for no effect and ±100 for the full control effect
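Fluorescence polarization: 100 nM His-tagged BRCA1 BRCT with 100 nM TAMRA-labelled phospho-BACH1 decapeptide, phosphate buffer pH 7.3 with 150 mM NaCl, DTT, 0.01% Tween 20; 12 min RT. Binding inhibition seen as FP decrease.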
4-MU autofl – qHTS Assay for Spectroscopic Profiling in 4-MU Spectral Region; compound autofluorescence, 340/450 nm, 4-MU equivalents; stronger effect = higher value; max dye-equivalent concentration, M; 59,000 tested, 11% active; AID 589, 2007; in the data active = max dye-equivalent concentration above about 10 nM; inconclusive = mostly about 1.1 nM to 9.6 nM
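Compounds in 100 mM Tris, pH 8.0, sat 15 min at room temperature before fluorescence was read at 340 nm excitation/450 nm emission; a per-plate six-point 4-MU standard curve converted signals to dye-equivalent concentration at each compound concentration.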
USP2a inhib – qHTS Assay for Inhibitors of Ubiquitin-specific Protease USP2a; Potency, µM (doses to about 38.3 µM), for the others: at the highest dose activity change, negative = inhibition, actives largely listed as inhibitors; Ubiquitin carboxyl-terminal hydrolase 2 (Homo sapiens), O75604; USP2a enzymatic assay, qHTS inhibition; 60,000 tested, 0.1% active;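 note: potency is the fitted concentration of half-maximal effect; nearly all actives have a fitted effect of over 60% in size; plate controls were DMSO for no effect and NEM full inhibition control for full effect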
Target sequence (O75604 whole entry, looked up): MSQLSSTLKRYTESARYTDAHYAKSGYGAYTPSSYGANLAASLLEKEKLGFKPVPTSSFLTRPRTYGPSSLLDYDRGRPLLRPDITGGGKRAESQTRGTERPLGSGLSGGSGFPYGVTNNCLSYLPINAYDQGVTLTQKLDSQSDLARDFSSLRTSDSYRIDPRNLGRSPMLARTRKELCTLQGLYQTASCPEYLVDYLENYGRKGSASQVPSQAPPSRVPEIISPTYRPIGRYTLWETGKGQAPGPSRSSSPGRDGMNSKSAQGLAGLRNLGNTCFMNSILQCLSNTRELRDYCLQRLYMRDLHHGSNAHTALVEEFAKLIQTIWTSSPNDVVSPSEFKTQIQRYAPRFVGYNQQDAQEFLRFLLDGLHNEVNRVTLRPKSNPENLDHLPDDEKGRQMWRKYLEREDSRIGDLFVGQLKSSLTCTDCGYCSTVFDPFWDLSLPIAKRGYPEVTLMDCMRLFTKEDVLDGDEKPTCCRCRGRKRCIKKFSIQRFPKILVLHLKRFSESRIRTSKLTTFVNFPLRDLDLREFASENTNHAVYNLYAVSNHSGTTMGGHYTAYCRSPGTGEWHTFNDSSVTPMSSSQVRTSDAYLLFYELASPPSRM
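Coupled readout: USP2-cleaved Ub-PLA2 (20nM final) turns over NBD C6-HPC (20uM final), Ex 460nm/Em 535nm after 2.5 h, time-zero read flagging artifacts. Enzyme (20nM final, pH 8.0 Tris) given 30 min RT with compound first; NEM defines full inhibition.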
Starred values were filed as active, the others as inactive; i = inactive; ? = inconclusive; nt = not tested or not shown; [ ] = dose if it differs, or a comment. Unless noted, calls come from the whole dose curve; as a rule, active = well fitted curve in the direction sought with a large enough effect; inconclusive = small, poorly fitted or top-dose-only effect, or another doubt; inactive = no such curve, though single readings can be large; an effect the other way counts as inactive or inconclusive. Some of the compounds tested (hit frequency here may not be typical).

[1] CCC(C)n1c(=O)c(C(=O)Nc2ccccc2S(N)(=O)=O)c(O)c2ccccc21 (stereo not drawn)
[2] Nc1ccccc1-c1nnc(SCc2ccccc2F)[nH]c1=O
[3] Cc1cccc(-n2c(Cc3ccccc3)nnc2SCC(=O)N2CCOCC2)c1
[4] O=C(c1ccc2c(c1)OCO2)N(c1ccc(F)cc1)C1C=CS(=O)(=O)C1 (stereo not drawn)
[5] O=S(=O)(c1ccccc1)c1nc(-c2cccs2)oc1NCC1CCCO1 (stereo not drawn)
[6] CCCCCn1c(SCCN2CCOCC2)nc2c1c(=O)[nH]c(=O)n2C
assay / entry,1,2,3,4,5,6
BRCT inh green,-7.2%,-1.5%,-1.2%,-2.2%,-2.5%,-7.4%
Fluorescein fluor,?,nt,i,i,i,?
Casp1 inh,-4%,-1%,0%,1%,1%,0%
A350 fluor,?,nt,i,i,?,i
Casp7 inh,-5%,-3%,-2%,1%,1%,-1%
HEK293 cAMP cs,?,-4%,13%,12%,?,1%
Epigenetic mod,-4%,-2%,-1%,4%,-2%,-2%
Ub-GFP proteasome,nt,7%,1%,-8%,3%,-4%
BRCT PPI red,-0.2%,-0.6%,0.8%,-1.0%,-2.0%,1.0%
4-MU autofl,i,nt,i,i,i,i
USP2a inhib,-57%,21%,14%,8%,-25%,2%

2 records picked at random from the list so far:
[1] CCC(C)n1c(=O)c(C(=O)Nc2ccccc2S(N)(=O)=O)c(O)c2ccccc21 (stereo not drawn)
[6] CCCCCn1c(SCCN2CCOCC2)nc2c1c(=O)[nH]c(=O)n2C
assay / entry,1,6
BRCT inh green,-7.2%,-7.4%
Fluorescein fluor,?,?
Casp1 inh,-4%,0%
A350 fluor,?,i
Casp7 inh,-5%,-1%
HEK293 cAMP cs,?,1%
Epigenetic mod,-4%,-2%
Ub-GFP proteasome,nt,-4%
BRCT PPI red,-0.2%,1.0%
4-MU autofl,i,i
USP2a inhib,-57%,2%

(list continues)
[7] Cc1cn(C2CC3OCC3O2)c(=O)[nH]c1=O (stereo not drawn)
[8] CCOC(=O)N1CCC(N2C(=O)c3ccccc3C2Nc2cc(C(=O)OC)cc(C(=O)OC)c2)CC1 (stereo not drawn)
[9] Nc1nnc(SCC(=O)NCc2ccc3c(c2)OCO3)s1
[10] Cc1noc(C)c1S(=O)(=O)N1CCC(C(=O)NCCC2=CCCCC2)CC1
[11] N#CCCN(CCC#N)c1nncs1
[12] CCOC(=O)CSc1nc(C)c(C(=O)OCC)s1
assay / entry,7,8,9,10,11,12
BRCT inh green,-1.9%,10%,-2.4%,0.5%,-1.2%,-3.5%
Fluorescein fluor,?,nt,i,i,i,?
Casp1 inh,-3%,-3%,0%,1%,0%,-2%
A350 fluor,i,nt,i,i,i,i
Casp7 inh,1%,-3%,0%,0%,-1%,1%
HEK293 cAMP cs,13%,23%,-6%,16%,?,14%
Epigenetic mod,-3%,0%,-4%,-2%,6%,3%
Ub-GFP proteasome,-3%,0%,-1%,-15%,-2%,7%
BRCT PPI red,0.3%,-1.7%,-0.8%,-1.4%,-2.7%,0.7%
4-MU autofl,i,nt,i,i,i,i
USP2a inhib,5%,nt,-3%,6%,-4%,1%

[13] CCC/C=C(\CCC)C(NC(=O)OCC(C)C)c1ccc(C(=O)OC)cc1 (stereo not drawn)
[14] O=C(c1nc2nc(-c3ccccc3)cc(C(F)(F)F)n2n1)N1CCCCC1
[15] CCOC(=O)c1ccc(NC(=O)CCNc2c(N3CCCC3)c(=O)c2=O)cc1
[16] CCC(=O)c1ccc(OCC(=O)Nc2nn3cnnc3s2)cc1
[17] Cc1cccc(-c2cc3nc4c(c(N5CCC6(CC5)OCCO6)n3n2)CCCC4)c1
[18] O=C(O)c1sccc1S(=O)(=O)Nc1ccc(Cl)cc1
assay / entry,13,14,15,16,17,18
BRCT inh green,1.5%,1.1%,-2.7%,0.2%,1.6%,-1.3%
Fluorescein fluor,nt,nt,i,?,i,nt
Casp1 inh,-3%,-3%,1%,-4%,1%,1%
A350 fluor,nt,nt,i,i,2.8e-08M*,nt
Casp7 inh,-1%,0%,0%,0%,0%,-1%
HEK293 cAMP cs,?,-3%[11.4 µM],0%,-13%,9%,?
Epigenetic mod,nt,-2%,-2%,1%,4%,nt
Ub-GFP proteasome,nt,6%[9.17 µM],4%,0%,-2%,nt
BRCT PPI red,0.2%,-2.7%,0.5%,-5.3%,0.5%,-0.2%
4-MU autofl,nt,nt,i,i,4.8e-08M*,nt
USP2a inhib,nt,8%[7.66 µM],9%,11%,-1%,nt

[19] COC(=O)C1C2C=CC3(CN(c4ccc(Cl)c(F)c4)C(=O)C13)O2 (stereo not drawn)
[20] O=C(CCN1C(=O)c2ccccc2C1=O)Nc1ccccn1
[21] CCOc1cc(N2CCOCC2)c(OCC)cc1NC(=O)Cc1cn2ccsc2n1
[22] COc1ccc(N2CCN(Cc3nc4c(c(=O)n(C)c(=O)n4C)n3CCc3ccccc3)CC2)cc1
[23] CCOC(=O)C(O)(CCC(O)(C(=O)OCC)C(=O)OCC)C(=O)OCC
[24] CCCCn1c(SCC(=O)N2CCCCC2)nc2cc(S(N)(=O)=O)ccc21
assay / entry,19,20,21,22,23,24
BRCT inh green,-3.4%,-0.8%,-3.5%,1.2%,-2.4%,-0.4%
Fluorescein fluor,nt,i,?,nt,nt,i
Casp1 inh,0%,1%,-1%,-1%,-2%,3%
A350 fluor,nt,?,i,nt,nt,i
Casp7 inh,0%,2%,nt,-2%,0%,0%
HEK293 cAMP cs,15%,12%,9%,?,2%,12%
Epigenetic mod,nt,0%,-1%,nt,-2%,-1%
Ub-GFP proteasome,-7%,-4%,-2%,-7%,-6%,11%
BRCT PPI red,-1.0%,-0.8%,-0.5%,-1.8%,0.7%,-0.4%
4-MU autofl,nt,i,i,nt,nt,i
USP2a inhib,nt,-2%,-13%,nt,3%,2%

Taken from above:
Ub-GFP proteasome, entry 20 reads -4%
Epigenetic mod, entry 21 reads -1%

Next part:
[25] CCOC(=O)c1sc(NC(=O)CCSC)nc1C
[26] Cc1ccc(/C(O)=C2\C(=O)C(=O)N(CC(C)O)C2c2ccc(N(C)C)cc2)cc1 (stereo not drawn)
[27] CC(=O)N1CCC2(CCCN(Cc3ccccc3)C2)CC1
[28] CCN(C(=O)CN1CCCc2ccccc21)c1c(N)n(Cc2ccccc2)c(=O)[nH]c1=O
[29] Cn1c(CCNC(=O)c2cccs2)nnc1SCC(=O)N1CCN(c2ccccc2)CC1
[30] COc1ccc(-c2cc(C(F)(F)F)nc(N3CCCCCC3)n2)cc1
assay / entry,25,26,27,28,29,30
BRCT inh green,1.2%,-0.6%,-0.7%,0.3%,2.7%,-1.1%
Fluorescein fluor,nt,?,?,i,i,?
Casp1 inh,-2%,1%,-4%,-2%,-8%,-1%
A350 fluor,nt,i,i,i,?,5.7e-08M*
Casp7 inh,-1%,-4%,2%,0%,-5%,1%
HEK293 cAMP cs,17%,-3%,-1%,0%,-1%,17%
Epigenetic mod,0%,0%,2%[9.22 µM],2%,3%,0%
Ub-GFP proteasome,-10%,-2%,0%,1%,-8%,3%
BRCT PPI red,-0.8%,-2.8%,-2.8%,0.4%,1.8%,0.7%
4-MU autofl,nt,i,i,i,?,6.6e-08M*
USP2a inhib,2%,4%,3%,3%,24%,-9%

[31] O=C(c1ccco1)N1C2C=CC(C2)C1(C(F)(F)F)C(F)(F)F (stereo not drawn)
[32] c1ccc2oc(C3=NCCN3)cc2c1
[33] COc1cccc(-n2ccnc2SCC(=O)Nc2nccs2)c1
[34] COC(=O)C1C(=O)C2=C(CC1C)NC(C)=C(C(=O)OC1CCCCC1)C2c1ccc(N(C)C)cc1 (stereo not drawn)
[35] Nn1c(SCc2csc(-c3ccccc3)n2)nnc1-c1cccs1
[36] COC(=O)c1nnn(-c2nonc2N)c1CN1CCc2ccccc21
assay / entry,31,32,33,34,35,36
BRCT inh green,-1.4%,-0.4%,1.5%,4.5%,-2.8%,-1.3%
Fluorescein fluor,i,nt,i,i,i,?
Casp1 inh,1%,0%,0%,?,-1%,0%
A350 fluor,i,nt,i,?,i,i
Casp7 inh,-1%,1%,1%,-27%,-3%,-2%
HEK293 cAMP cs,16%,13%,26%,-15%,25µM*,-4%
Epigenetic mod,-2%,-2%,4%,-2%,0%,-3%
Ub-GFP proteasome,4%,6%,0%,3%,-5%,-2%
BRCT PPI red,-1.0%,-2.4%,-0.4%,-0.2%,-0.3%,-0.3%
4-MU autofl,i,nt,i,i,i,i
USP2a inhib,3%,nt,2%,41%[activator],9%,17%

Screening results as filed in PubChem BioAssay.
